AmpC inh det: inhibitors of E. coli AmpC beta-lactamase with detergent; P00811; purified AmpC, nitrocefin hydrolysis with detergent; Potency, µM (highest dose often 28.7 µM), for inactives: at the highest dose activity change, negative = inhibition; 71,000 compounds, 0.09% hits; active means well fitted curve in the direction sought with a large enough effect
Target sequence (P00811 whole entry, looked up): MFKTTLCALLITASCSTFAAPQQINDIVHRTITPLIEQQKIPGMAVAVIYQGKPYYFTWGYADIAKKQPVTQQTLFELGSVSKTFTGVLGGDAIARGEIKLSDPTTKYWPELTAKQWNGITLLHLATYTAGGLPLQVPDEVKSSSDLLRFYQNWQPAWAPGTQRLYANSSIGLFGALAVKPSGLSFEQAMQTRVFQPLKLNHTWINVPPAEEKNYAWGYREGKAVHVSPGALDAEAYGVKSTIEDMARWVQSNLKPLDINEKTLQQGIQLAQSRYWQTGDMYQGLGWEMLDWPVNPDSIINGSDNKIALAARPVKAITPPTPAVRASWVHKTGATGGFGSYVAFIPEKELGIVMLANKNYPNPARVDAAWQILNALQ
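E. coli AmpC (5.3 nM) in 20 mM phosphate pH 7.0 with 0.01% Triton X-100, preincubated 15 min RT with compound; nitrocefin (2 uL of 800 uM stock) hydrolysis followed by 480 nm absorbance every 20 s over 4 min.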
Active calls of the source: *; & = joins results of further samples; [ ] = another dose, or the depositor's remark. On the % scale 0 is the no-effect control and ±100 the full control effect; potency means the concentration at half of the fitted maximal effect. The list is partial; rates above refer to the full screens.

For CCNC(=O)C1(c2ccccc2)CCCC1 the results were AmpC inh det -1.1%.
For CCOC(=O)CN1C(=O)NC2NC(=O)NC21 (configuration not stated) the results were AmpC inh det 7.6%.
`O=C(CSc1nnc(-c2ccccc2)o1)N1CCN(c2ccccc2)CC1` gave AmpC inh det -4.0%.
For Cn1cc(S(=O)(=O)N2CCN(Cc3ccccc3)CC2)c(=O)n(C)c1=O the results were AmpC inh det 8.1%.
`COC(=O)C1(C)C=CC2(CCCCC2)N1C(C)=O` (configuration not stated) gave AmpC inh det 12.7%.
For O=C1NCCCC1C(=O)NCCN1C(=O)CCC1=O (configuration not stated) the results were AmpC inh det -2.0%.
Cc1ccc(-c2ccc(=O)n(CC(=O)NCCCN3CCCCC3)n2)cc1 was read as AmpC inh det -3.0%.
Cc1ccc2c(C(=O)CN3CCSCC3)c(C)[nH]c2c1 was read as AmpC inh det -0.6%.
`Cc1onc(-c2ccccc2Cl)c1C(=O)N1CCCCC1C(=O)O` (configuration not stated) gave AmpC inh det 14.3%.
`CCN1CCN(C(=O)c2cc3sccc3n2CC(=O)c2ccccc2)CC1` gave AmpC inh det -1.2%.
Screening CCOC(=O)N1CCC(N2C(=O)c3ccccc3C2Nc2ccc3c(c2)OCCO3)CC1 (configuration not stated) returned AmpC inh det 11.1%.
Screening O=C(CN1C(=O)c2cccc3cccc1c23)N1CCN(Cc2ccc3c(c2)OCO3)CC1 returned AmpC inh det -1.0%.
`N=c1n(CCO)c2ccccc2n1Cc1ccccc1` gave AmpC inh det 3.5%.
`COC(=O)c1ccccc1NC(=O)CN(C)S(=O)(=O)c1ccc(OC)cc1` gave AmpC inh det -4.1%.
Screening CCCC(=O)Nc1cccc2c1CCCC2 returned AmpC inh det -2.0%.
`CCCCN(C(=O)NC(=O)Nc1cccc(C)c1C)S(C)(=O)=O` gave AmpC inh det -2.4%.
For O=c1[nH]c2c(s1)C(c1ccccc1)C1C3CCC(C3)C1S2 (configuration not stated) the results were AmpC inh det 9.1%.
`CCN(CCCNC(=O)C1CCC(=O)N1Cc1ccc(C)cc1)c1cccc(C)c1` (configuration not stated) gave AmpC inh det 1.0%.
Screening O=C(c1cccc(F)c1)N1CCc2ccccc2C1 returned AmpC inh det -10.4%.
C=CCNC(=O)c1cnc2n(c1=O)CCS2 was read as AmpC inh det 10.7%.
`O=C(CSC1=NS(=O)(=O)c2ccccc21)Nc1ccccc1` gave AmpC inh det -3.0%.
`Cc1ccc(C2c3c(-c4ccccc4O)n[nH]c3C(=O)N2Cc2ccncc2)cc1` (configuration not stated) gave AmpC inh det -2.6%.
For CCn1c(SCC(=O)NCc2ccco2)nc2cccnc21 the results were AmpC inh det 7.0%.
`COc1ccc2cc1Oc1ccc(cc1)C[C@@H]1c3c(cc(OC)c4c3Oc3cc5c(cc3O4)CCN[C@H]5C2)CCN1C` gave AmpC inh det -7.6%[5.75 µM].
CN(C)c1nc(OCCOC(=O)c2ccccc2)nc(N(C)C)n1 was read as AmpC inh det -2.7%.
`COc1ccc(S(=O)(=O)NCc2ccc(C(=O)N3CCC4(CC3)OCCO4)cc2)cc1` gave AmpC inh det -1.4%.
Screening CC(Nc1ncnc2nc[nH]c12)c1ccccc1 (configuration not stated) returned AmpC inh det 8.4%.
Screening Cn1c(=O)c(-c2cc(F)cc(F)c2)nc2cnc(Oc3ccccc3)nc21 returned AmpC inh det 1.4%.
Screening O=C(O)c1cccnc1SCC(=O)N1CCCCCC1 returned AmpC inh det 0.6%.
For CC(=O)C1C(=O)C=C(c2ccco2)CC1c1ccccc1 (configuration not stated) the results were AmpC inh det 5.7%.
COc1ccc(-c2nn(-c3ccccc3)cc2C(=O)O)cc1 was read as AmpC inh det 11.2%.
Screening O=C(Nc1cccc(Cl)c1)N(Cc1nc2ccccc2c(=O)[nH]1)C1CCCC1 returned AmpC inh det 1.2%.
O=C(NCS(=O)(=O)c1ccccc1)c1ccccc1 was read as AmpC inh det 8.5%.
O=C(c1cccc(F)c1)N1CCCC(C(=O)N2CCCC2)C1 (configuration not stated) was read as AmpC inh det -5.4%.
Screening COc1ccc(C(=O)Nn2c(SCC(=O)NCc3ccco3)nc3ccccc3c2=O)cc1 returned AmpC inh det 16.7%.
Screening O=C(NCc1ccncc1)C(F)(F)C(F)(F)C(=O)NCc1ccncc1 returned AmpC inh det 1.3%.
`COc1ccccc1N1CCN(CCCNC(=O)Nc2ccccc2C)CC1` gave AmpC inh det 1.8%.
`CCc1nnc(NC(=O)C2CCCN(c3nc4ccccc4s3)C2)s1` (configuration not stated) gave AmpC inh det -3.3%.
Screening CCN(Cc1cc2cc(OC)ccc2[nH]c1=O)C(=O)c1ccncc1 returned AmpC inh det 9.4%.
`Cc1noc(C)c1C(=O)NCCCN1CCCC1=O` gave AmpC inh det -0.1%.
For CC(c1ccc(F)cc1)n1cc(C(=O)NCc2ccc3c(c2)OCO3)nn1 (configuration not stated) the results were AmpC inh det -0.4%.
COc1ccc(OC)c2c(N3CCN(C)CC3)cc(C(F)(F)F)nc12 was read as AmpC inh det 6.4%.
Screening Cc1ccc(S(=O)(=O)Oc2cc(S(=O)(=O)O)cc3cc(S(=O)(=O)O)cc(N)c23)cc1 returned AmpC inh det -7.9%[5.75 µM].
Screening N#CCSc1nc(-c2ccccc2)cs1 returned AmpC inh det -4.8%.
Cc1cccc2cc3ccc4ccccc4c3cc12 was read as AmpC inh det -0.6%[5.75 µM].
CCOc1ccc(C2C(C(=O)NC)=C(C)Nc3nc4ccccc4n32)cc1OC (configuration not stated) was read as AmpC inh det 14.1%.
Screening CCCCOC(=O)Nc1nnc(-c2ccccc2OC)s1 returned AmpC inh det 2.9%.
c1ccc(Cc2nnc3sc(-c4ccco4)nn23)cc1 was read as AmpC inh det 11.5%.
For CC(C(=O)N1CCOCC1)(c1ccccc1)c1ccccc1 the results were AmpC inh det -3.3%.
For CCOC(=O)N1CCN(CC(=O)Nc2cc(OCC)ccc2OCC)CC1 the results were AmpC inh det -4.5%.
For COc1ccc(-c2ccc(S(=O)(=O)N3CCOCC3)cc2)cc1 the results were AmpC inh det -2.3%.
Nc1c(C(=O)NC2CCCCC2)c2nc3ccccc3nc2n1/N=C/c1ccco1 was read as AmpC inh det -2.5%.
`CC1(C)CC(=O)C2(CC3=C(CC(C)(C)CC3=O)O2)C(=O)C1` gave AmpC inh det -5.3%.
For CCNc1ncc2nc(-c3ccccc3)c(=O)n(Cc3cccs3)c2n1 the results were AmpC inh det 2.1%.
For O=C(c1ccco1)N1CCN(C(=O)c2cccn3c(=O)c4c5c(sc4nc23)CCCC5)CC1 the results were AmpC inh det 0.9%.
`Cc1ccccc1C(=O)Nc1cccc(NC(=O)Cn2cnc3c(=O)n(C)c(=O)n(C)c32)c1` gave AmpC inh det -1.5%.
For O=C(CCc1nc2ccccc2c(=O)[nH]1)OCC(=O)N1CCN(S(=O)(=O)c2ccccc2)CC1 the results were AmpC inh det -3.7%.
`CN(CC(=O)NC1CCCCC1)S(=O)(=O)c1ccc(Br)s1` gave AmpC inh det -2.5%.
Nc1ccccc1 was read as AmpC inh det 6.4%.
For Cc1ccnc(NC(=O)CCC(=O)N(CC(=O)NC2CCCCC2)CC2CCCO2)c1 (configuration not stated) the results were AmpC inh det -2.5%.
Screening COc1cccc(OCC(O)CO)c1 (configuration not stated) returned AmpC inh det -1.4%.
O=C(O)/C(Cc1ccnc2ccccc12)=N\O was read as AmpC inh det -0.4%[5.75 µM].
COCCn1c(SCC(=O)Nc2cc(C)cc(C)c2)nnc1C(C)C was read as AmpC inh det -3.4%.
`O=C(c1ccc2c(=O)n(Cc3ccc4c(c3)OCO4)c(=S)[nH]c2c1)N1CCCCC1` gave AmpC inh det 11.4%.
O=C(CCC(=O)N(CC(=O)NC1CCCCC1)Cc1ccco1)Nc1nccs1 was read as AmpC inh det 7.8%.
`Cc1noc(NS(=O)(=O)c2ccc(NC(=O)CSc3nc4c(cc3C#N)CCC4)cc2)c1C` gave AmpC inh det 10.4%.
Screening CCCCN(C(=O)NC(=O)Nc1ccccc1OC)S(C)(=O)=O returned AmpC inh det 8.4%.
For Cc1ccc(S(=O)(=O)N2CCN(S(=O)(=O)N3CCCCC3)CC2)cc1 the results were AmpC inh det -2.0%.
Screening COc1ccccc1Nc1nc(N)nc(CN(C)C2CCCCC2)n1 returned AmpC inh det -4.5%.
Screening CCNC(=O)COc1ccc(Br)cc1Cl returned AmpC inh det -2.3%.
`CSc1ccc(Cl)c(C(=O)NCc2ccco2)c1` gave AmpC inh det 1.0%.
For CC(=O)N1CCN=C1SCc1ccccc1Cl the results were AmpC inh det 6.4%.
CC1(C)Cc2c(c(=S)nc(-c3ccccc3)n2CCOCCO)CO1 was read as AmpC inh det -1.8%.
For O=[N+]([O-])/C=C/c1ccccc1 the results were AmpC inh det 16.2%.
For CCC(=O)n1nc(-c2cccnc2)nc1NCc1ccc(OC)cc1 the results were AmpC inh det -3.3%.

3 entries drawn at random from those above:
O=C(O)/C(Cc1ccnc2ccccc12)=N\O was read as AmpC inh det -0.4%[5.75 µM].
CC1(C)Cc2c(c(=S)nc(-c3ccccc3)n2CCOCCO)CO1 was read as AmpC inh det -1.8%.
Screening CCCCN(C(=O)NC(=O)Nc1ccccc1OC)S(C)(=O)=O returned AmpC inh det 8.4%.

Back to the main list; the 7 compounds before the break are reprinted first.
Screening COc1ccccc1Nc1nc(N)nc(CN(C)C2CCCCC2)n1 returned AmpC inh det -4.5%.
Screening CCNC(=O)COc1ccc(Br)cc1Cl returned AmpC inh det -2.3%.
`CSc1ccc(Cl)c(C(=O)NCc2ccco2)c1` gave AmpC inh det 1.0%.
For CC(=O)N1CCN=C1SCc1ccccc1Cl the results were AmpC inh det 6.4%.
CC1(C)Cc2c(c(=S)nc(-c3ccccc3)n2CCOCCO)CO1 was read as AmpC inh det -1.8%.
For O=[N+]([O-])/C=C/c1ccccc1 the results were AmpC inh det 16.2%.
For CCC(=O)n1nc(-c2cccnc2)nc1NCc1ccc(OC)cc1 the results were AmpC inh det -3.3%.
`Clc1ccc(C=NC23CN4CN(CN(C4)C2)C3)cc1` gave AmpC inh det -1.6%.
O=C(NC1CC1)C1CCN(c2ccc(S(=O)(=O)N3CCOCC3)cc2Cl)CC1 was read as AmpC inh det -2.1%.
For O=C(C1CCN(Cc2ccc(F)cc2)CC1)N(CCO)Cc1ccccc1 the results were AmpC inh det -3.7%.
Cc1ccc(-c2c(C#N)c(N)nc3c2CCCCCC3)o1 was read as AmpC inh det 9.0%.
COc1ccc(NC(=O)CNCCC2=CCCCC2)cc1 was read as AmpC inh det -3.7%.
Cc1ccc(S(=O)(=O)N2CCN(C(=O)c3cc(=O)[nH]c4ccccc34)CC2)c(C)c1 was read as AmpC inh det -3.0%.
For COc1ccc(OCCn2c(NC(=O)c3ccco3)nc3ccccc32)cc1 the results were AmpC inh det 3.9%.
`O=C(c1noc2c1CCCC2)N1CCN(C(c2ccccc2)c2ccccc2)CC1` gave AmpC inh det -3.6%.
`CCN(CC)CCCC(C)n1c(-c2ccccc2)nc2c(NCc3ccccc3)nc(C)nc21` (configuration not stated) gave AmpC inh det 9.1%.
N#Cc1nc(Cc2cccc3ccccc23)oc1NCCN1CCCCC1 was read as AmpC inh det -3.8%.
`O=C(COC(=O)c1cccs1)NCc1ccco1` gave AmpC inh det 0.3%.
`CCOC(=O)N1CCC(=C2c3ccc(Cl)cc3CCc3cccnc32)CC1` gave AmpC inh det -4.2%&-4.0%.
`CCOC(=O)c1nnn(-c2nonc2-n2cccc2)c1C` gave AmpC inh det -4.9%.
`COc1cccc(C2CC(=O)Nc3cc(OC)c(OC)c(OC)c32)c1OC` (configuration not stated) gave AmpC inh det -0.1%.
CC1CC(c2ccccc2)n2nc(NC(=O)c3cccs3)nc2N1 (configuration not stated) was read as AmpC inh det -3.5%.
`O=C(CSc1nccc2ccccc12)N1CCN(c2ccccn2)CC1` gave AmpC inh det 9.7%.
Screening CCN(CC(=O)Nc1ccc2c(c1)OCCO2)C(=O)c1cccc(S(=O)(=O)N2CCOCC2)c1 returned AmpC inh det 6.0%.
`CCCn1c(CN2CCN(C(=O)OCC)CC2)nc2c1c(=O)n(C)c(=O)n2C` gave AmpC inh det 6.2%.
`Cc1ccc2c(c1)nnn2C1CCN(S(=O)(=O)c2ccc(C(=O)N3CC(C)CC(C)C3)cc2)CC1` (configuration not stated) gave AmpC inh det 2.1%.
`CC(C)C[C@@H](CC(=O)N[C@@H](CCC(=O)O)CC(=O)O)NC(=O)[C@@H]1CNCC[C@H]1NC(=O)C[C@@H](NC(=O)C[C@H](Cc1c[nH]c2ccccc12)NC(=O)[C@@H]1CNCC[C@H]1N)C(C)C` gave AmpC inh det -4.7%.
For O=C(c1ccccc1F)N1CCN=C1SCc1cccnc1 the results were AmpC inh det 5.2%.
For O=C(O)CSCC(=O)O the results were AmpC inh det 15.3%[5.75 µM].
Screening CCc1nnc(NC(=O)CSc2nnc(-c3c[nH]c4ccccc34)n2C)s1 returned AmpC inh det 10.6%.
For O=C(COc1ccccc1)N(Cc1ccco1)c1ccc(O)cc1 the results were AmpC inh det -2.8%.
`Cc1cc(C(=O)NCCCn2ccnc2)cs1` gave AmpC inh det -5.7%.
`CSc1nc2ccccc2n1C(=O)Oc1ccccc1` gave AmpC inh det 15.6%.
For Cc1cc(C)c(NC(=O)CSc2nc3c(c(=O)n2C)SC(C)C3)c(C)c1 (configuration not stated) the results were AmpC inh det 8.6%.
O=c1c[n+]([O-])c2ccccc2n1OCc1c(F)cccc1F was read as AmpC inh det -1.0%.
Screening Cc1ccccc1N(CC(=O)NCCc1ccccc1)C(=O)c1ccc(N2CCCC2)nc1 returned AmpC inh det 11.9%.
Screening O=C(O)CC(CC(=O)Nc1nncs1)c1ccccc1 (configuration not stated) returned AmpC inh det -5.3%.
CCC(=O)Nc1cc(C)c(NC(=O)c2ccccc2OC)cn1 was read as AmpC inh det -4.7%.
`C=CCNC(=O)N[C@@H](CCSC)C(=O)OC` gave AmpC inh det -3.2%.
For O=C(Nc1ccccc1C(F)(F)F)N1CCCCCC1 the results were AmpC inh det -1.0%.

Compound activity from PubChem BioAssay.
